Screening results (PubChem BioAssay)
TNAP inh hi DEA – TNAP (human) inhibition, high acceptor; purified TNAP, CDP-star luminescence, 1 M DEA; P05186; AID 1135; 200,000 tested, 0.03% active; inhibition, % at 20 µM;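 active = over 50% inhibition of tissue-nonspecific alkaline phosphatase at 20 µM in the single-dose screen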;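 also: plate controls were DMSO wells for no effect and EDTA-quenched wells as full inhibition for full effect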
Target sequence (P05186 whole entry, looked up): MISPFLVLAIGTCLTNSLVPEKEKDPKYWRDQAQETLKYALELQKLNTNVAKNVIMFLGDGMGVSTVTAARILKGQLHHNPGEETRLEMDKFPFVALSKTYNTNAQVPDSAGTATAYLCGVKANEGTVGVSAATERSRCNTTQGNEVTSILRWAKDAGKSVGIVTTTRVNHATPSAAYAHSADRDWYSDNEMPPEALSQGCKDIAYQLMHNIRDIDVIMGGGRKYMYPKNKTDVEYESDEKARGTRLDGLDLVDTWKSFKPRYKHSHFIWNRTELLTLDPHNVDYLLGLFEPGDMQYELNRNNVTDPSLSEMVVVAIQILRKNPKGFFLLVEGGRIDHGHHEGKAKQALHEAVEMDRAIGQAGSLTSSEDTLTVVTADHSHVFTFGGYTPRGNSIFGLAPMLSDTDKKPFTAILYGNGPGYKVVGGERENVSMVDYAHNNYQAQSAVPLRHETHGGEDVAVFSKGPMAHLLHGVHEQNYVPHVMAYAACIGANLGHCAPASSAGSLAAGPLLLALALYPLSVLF
PPARg SRC3 recr – PPARgamma-driven SRC-3 recruitment agonism; P37231; biochemical PPARgamma/SRC-3 coactivator recruitment assay; activation, % at 8 µM; 200,000 tested, 0.26% active; AID 731; in the data active = activation above about 23%;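 also: 0% = DMSO and 100% = reference agonist; some compounds past the cut are filed as inactive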
Target sequence (P37231 whole entry, looked up): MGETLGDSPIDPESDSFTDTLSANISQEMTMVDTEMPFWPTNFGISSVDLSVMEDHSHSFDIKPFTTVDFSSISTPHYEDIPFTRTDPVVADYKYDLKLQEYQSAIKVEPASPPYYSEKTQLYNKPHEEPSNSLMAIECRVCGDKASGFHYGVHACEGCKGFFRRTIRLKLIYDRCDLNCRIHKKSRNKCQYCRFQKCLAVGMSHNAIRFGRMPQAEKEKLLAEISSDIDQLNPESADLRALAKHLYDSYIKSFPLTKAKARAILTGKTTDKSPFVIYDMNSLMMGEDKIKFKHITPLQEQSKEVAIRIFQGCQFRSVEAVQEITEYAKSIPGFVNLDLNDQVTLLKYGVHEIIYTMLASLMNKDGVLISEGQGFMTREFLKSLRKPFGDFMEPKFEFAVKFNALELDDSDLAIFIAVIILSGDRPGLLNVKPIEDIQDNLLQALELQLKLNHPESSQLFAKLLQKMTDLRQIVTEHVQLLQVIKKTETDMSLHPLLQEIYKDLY
bIAP inh – intestinal alkaline phosphatase (bovine) inhibition; purified bovine IAP, CDP-star luminescence, 30 min; inhibition, % at 20 µM; 190,000 tested, under 10 active; AID 1019;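 active = over 50% inhibition of intestinal alkaline phosphatase at 20 µM in the single-dose screen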
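Assay system: bovine IAP enzyme; medium: DEA buffer 100 mM, pH 9.8, with MgCl2 1.0 mM, ZnCl2 0.02 mM; doses: 20 µM single dose; incubation: enzyme reaction for 30 min at room temperature; detection: CDP-star luminescence signal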
PPARg SRC1 recr – agonists of human PPARgamma SRC-1 coactivator recruitment; P37231; PPARgamma-SRC-1 coactivator recruitment biochemical assay; activation, % at 8 µM; 200,000 tested, 0.41% active; AID 631; in the data active = activation above about 19%;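 also: 0% = DMSO and 100% = reference agonist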
Efa HMGR inh – E. faecalis class II HMG-CoA reductase inhibition. purified E. faecalis HMGR, NADPH absorbance 340 nm kinetic. inhibition, % at 10 µM. 190,000 tested, 0.41% active;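 active = inhibition above a set limit, the median over all tested compounds plus 3 SD, cut at about 9.5% in these data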;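 also: enzyme runs in reverse so mevalonate oxidation gives rising NADPH absorbance; 0% = complete reaction with DMSO and 100% = background rate lacking mevalonate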
SRC2 TRFRET art – counter-screen for PPARgamma SRC-2 recruitment agonists: TR-FRET artefact | TR-FRET ratio at 8 µM | AID 1049 | active compounds read high | 200,000 tested, 0.4% active; in the data active = TR-FRET ratio above about 2000; also: inactives centre near 1500
PPARg SRC-2 ag – promotes SRC-2 coactivator recruitment by human PPARgamma. P37231. PPARgamma LBD-SRC-2 recruitment, biochemical. activation, % at 8 µM. 200,000 tested, 0.34% active. AID 1032; in the data active = activation above about 22%;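 also: 0% = vehicle and 100% = reference agonist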
TNAP act hi DEA – TNAP (human) activation, high acceptor. P05186. purified TNAP, CDP-star luminescence, 1 M DEA, 30 min; active compounds read high; 0 = EDTA background, 1 = DMSO-only activity. activation factor at 20 µM. 200,000 tested, under 10 active;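 active = activation factor at least 2 at 20 µM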
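Control set: EDTA negative control, DMSO positive control / Assay system: human TNAP / Quantity: TNAP 1/800 final / Evaluation: TNAP activation factor scaled between EDTA and DMSO control wells / Measured by: luminescent substrate turnover signal / Compound dosing: one dose, 20 µM / Times: 30 min enzyme reaction at room temperature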
TNAP inh no acc – blocks human TNAP activity with no phosphate acceptor present. purified TNAP, CDP-star luminescence, 30 min. 200,000 tested, 0.26% active. inhibition, % at 20 µM;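 active = tissue-nonspecific alkaline phosphatase inhibition above about 50% at 20 µM in the single-dose screen, limit read from the data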;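 also: 0% = DMSO negative control and 100% = EDTA positive control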
bIAP activator – increases bovine intestinal alkaline phosphatase activity. purified bovine IAP, CDP-star luminescence, 30 min; active compounds read high; fold of DMSO-control signal, blank-subtracted. activation factor at 20 µM. 200,000 tested, 0.17% active. AID 1016;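 active = activation factor of 2 or more at 20 µM, a signal rise over negative controls twice the positive control's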
Starred values were filed as active, the others as inactive.

Cc1cc(C#N)c(SCC(N)=O)nc1-c1ccc(F)cc1 was read as TNAP inh hi DEA -1.0, PPARg SRC3 recr 0.1, bIAP inh -20.6, PPARg SRC1 recr 6.3, Efa HMGR inh -1.8, SRC2 TRFRET art 1450, PPARg SRC-2 ag -0.6, TNAP act hi DEA 1, TNAP inh no acc -11.9 and bIAP activator 1.2.
`COc1ccc(-n2ncc3c(=O)n(CC(=O)N4CCCc5ccccc54)cnc32)cc1` gave TNAP inh hi DEA -5.7, PPARg SRC3 recr 13.2, bIAP inh 3.6, PPARg SRC1 recr 1.7, Efa HMGR inh 1.3, SRC2 TRFRET art 1687, PPARg SRC-2 ag -5.3, TNAP act hi DEA 1.1, TNAP inh no acc 4.7 and bIAP activator 1.
For CC(CN1CCOCC1)OC(=O)c1ccc(Br)cc1 (centres undefined) the results were TNAP inh hi DEA -3.7, PPARg SRC3 recr 4.5, bIAP inh -14.7, PPARg SRC1 recr 6.0, Efa HMGR inh 3.9, SRC2 TRFRET art 1753, PPARg SRC-2 ag 6.1, TNAP act hi DEA 1, TNAP inh no acc -11.2 and bIAP activator 1.1.
For COc1ccc(-c2nn(C)c(=O)c3ccccc23)cc1CNC(=O)CN1CCOCC1 the results were PPARg SRC3 recr 1.7, PPARg SRC1 recr -2.4, SRC2 TRFRET art 1476 and PPARg SRC-2 ag -2.3.
Screening Cc1ccc2cc3cc(C(=O)N(CC(=O)NC4CCCC4)c4cccc(C)c4C)sc3nc2c1 returned TNAP inh hi DEA -2.2, PPARg SRC3 recr -5.2, bIAP inh 0.3, PPARg SRC1 recr 7.3, Efa HMGR inh -3.9, SRC2 TRFRET art 1330, PPARg SRC-2 ag -6.1, TNAP act hi DEA 1, TNAP inh no acc -1.3 and bIAP activator 1.
`CN(C)C(=O)N1CCC(C(=O)NCc2ccc3c(c2)OCO3)CC1` gave TNAP inh hi DEA -2.6, PPARg SRC3 recr -3.0, bIAP inh 10.0, PPARg SRC1 recr 2.5, Efa HMGR inh -5.4, SRC2 TRFRET art 1557, PPARg SRC-2 ag 3.6, TNAP act hi DEA 1, TNAP inh no acc -14.9 and bIAP activator 0.9.
CCc1nn(CC(=O)NCCCN(Cc2ccccc2)C(C)C)c(=O)c2cc3sccc3n12 was read as TNAP inh hi DEA -1.2, PPARg SRC3 recr 11.4, bIAP inh -6.7, PPARg SRC1 recr -1.6, Efa HMGR inh -5.8, SRC2 TRFRET art 1625, PPARg SRC-2 ag 6.7, TNAP act hi DEA 1, TNAP inh no acc -18.1 and bIAP activator 1.1.
Screening NC(=O)CSc1nnc(-c2cnccn2)n1-c1ccccc1 returned TNAP inh hi DEA -5.2, PPARg SRC3 recr -3.8, bIAP inh 6.5, PPARg SRC1 recr 6.5, Efa HMGR inh 1.6, SRC2 TRFRET art 1511, PPARg SRC-2 ag -3.6, TNAP act hi DEA 1.1, TNAP inh no acc -12.0 and bIAP activator 0.9.
O=C(Cc1cccs1)N1CCC(c2nc3c(nnn3Cc3ccccc3)c(=O)[nH]2)CC1 was read as TNAP inh hi DEA -5.5, PPARg SRC3 recr 0.9, bIAP inh -5.5, PPARg SRC1 recr 5.1, Efa HMGR inh 0.3, SRC2 TRFRET art 1547, PPARg SRC-2 ag 3.1, TNAP act hi DEA 1.1, TNAP inh no acc -9.7 and bIAP activator 1.1.
CC1(C)OC(=O)C(=CNCC(=O)NCC(=O)O)C(=O)O1 was read as TNAP inh hi DEA 3.5, PPARg SRC3 recr 6.9, bIAP inh 11.2, PPARg SRC1 recr 12.7, Efa HMGR inh 1.2, SRC2 TRFRET art 1489, PPARg SRC-2 ag 6.5, TNAP act hi DEA 1, TNAP inh no acc -3.5 and bIAP activator 0.9.
For COc1ccc(C(=O)c2ccc(N3CCOCC3)c([N+](=O)[O-])c2)cc1 the results were TNAP inh hi DEA -3.4, PPARg SRC3 recr 6.5, bIAP inh 11.7, PPARg SRC1 recr 7.2, Efa HMGR inh -0.8, SRC2 TRFRET art 1660, PPARg SRC-2 ag 7.5, TNAP act hi DEA 1, TNAP inh no acc -7.9 and bIAP activator 0.9.
CC(=O)c1cccc(NC(=O)c2c(F)c(F)c(F)c(F)c2F)c1 was read as TNAP inh hi DEA -5.7, PPARg SRC3 recr -4.0, bIAP inh 7.7, PPARg SRC1 recr -8.6, Efa HMGR inh -0.7, SRC2 TRFRET art 1530, PPARg SRC-2 ag -6.6, TNAP act hi DEA 1.1, TNAP inh no acc -18.4 and bIAP activator 0.9.
Screening CCN(CC)S(=O)(=O)c1cccc(NC(=O)c2ccc(Sc3nncn3C)c([N+](=O)[O-])c2)c1 returned TNAP inh hi DEA -3.7, PPARg SRC3 recr 8.5, bIAP inh 2.6, PPARg SRC1 recr -0.6, Efa HMGR inh -0.3, SRC2 TRFRET art 1563, PPARg SRC-2 ag 13.0, TNAP act hi DEA 1, TNAP inh no acc 2.5 and bIAP activator 1.
For O=C(c1cccs1)N(C(=O)c1cccs1)c1ccc(Br)cn1 the results were TNAP inh hi DEA -1.0, PPARg SRC3 recr 14.0, bIAP inh 0.0, PPARg SRC1 recr -0.2, Efa HMGR inh -1.6, SRC2 TRFRET art 1432, PPARg SRC-2 ag 11.8, TNAP act hi DEA 1, TNAP inh no acc -3.8 and bIAP activator 1.
`Cc1cnc([N+](=O)[O-])n1CCOC(=O)NC(=O)c1ccccc1` gave TNAP inh hi DEA -1.7, PPARg SRC3 recr 4.5, bIAP inh -11.6, PPARg SRC1 recr -5.3, Efa HMGR inh -8.1, SRC2 TRFRET art 1692, PPARg SRC-2 ag -1.5, TNAP act hi DEA 1, TNAP inh no acc -4.2 and bIAP activator 1.1.
Cc1cc(C(=O)OCC(=O)NCc2ccc(Cl)cc2)c(C)o1 was read as TNAP inh hi DEA -2.2, PPARg SRC3 recr -1.2, bIAP inh -0.4, PPARg SRC1 recr -0.6, Efa HMGR inh -1.4, SRC2 TRFRET art 1592, PPARg SRC-2 ag -5.7, TNAP act hi DEA 1, TNAP inh no acc -9.7 and bIAP activator 1.
Screening CC1=C(C(=O)N(C)C)C(c2ccc(C)s2)NC(=S)N1 (centres undefined) returned TNAP inh hi DEA -1.9, PPARg SRC3 recr 1.2, bIAP inh 4.4, PPARg SRC1 recr 4.2, Efa HMGR inh -2.3, SRC2 TRFRET art 1563, PPARg SRC-2 ag 7.8, TNAP act hi DEA 1, TNAP inh no acc -11.3 and bIAP activator 1.
O=C(Nc1cccs1)Nc1ccccc1Br was read as TNAP inh hi DEA -5.5, PPARg SRC3 recr 1.6, bIAP inh 8.4, PPARg SRC1 recr 10.5, Efa HMGR inh -1.1, SRC2 TRFRET art 1497, PPARg SRC-2 ag 0.0, TNAP act hi DEA 1.1, TNAP inh no acc -16.6 and bIAP activator 0.9.
COc1ccc([N+](=O)[O-])cc1NC1C2CC3CC(C2)CC1C3 (centres undefined) was read as TNAP inh hi DEA 2.8, PPARg SRC3 recr -6.5, bIAP inh 16.9, PPARg SRC1 recr -4.0, Efa HMGR inh 2.2, SRC2 TRFRET art 1444, PPARg SRC-2 ag -9.5, TNAP act hi DEA 1, TNAP inh no acc -2.4 and bIAP activator 0.8.
Cc1ccc2[nH]cc(C(=O)CN3CCC4(CC3)OCCO4)c2c1 was read as TNAP inh hi DEA -1.8, PPARg SRC3 recr -3.1, bIAP inh -3.9, PPARg SRC1 recr 0.1, Efa HMGR inh -3.8, SRC2 TRFRET art 1565, PPARg SRC-2 ag 3.1, TNAP act hi DEA 1, TNAP inh no acc -10.7 and bIAP activator 1.
Screening CC(=O)Nc1ccc(OCC(O)CN2CCN(c3ccccc3Cl)CC2)cc1 (centres undefined) returned TNAP inh hi DEA -2.5, PPARg SRC3 recr -10.1, bIAP inh -1.0, PPARg SRC1 recr -0.3, Efa HMGR inh -0.8, SRC2 TRFRET art 1597, PPARg SRC-2 ag 3.3, TNAP act hi DEA 1, TNAP inh no acc -7.9 and bIAP activator 1.
`Cc1ccc(F)cc1NC(=O)c1ccc2c(c1)OCO2` gave TNAP inh hi DEA -2.7, PPARg SRC3 recr 0.4, bIAP inh -7.4, PPARg SRC1 recr 4.2, Efa HMGR inh 4.1, SRC2 TRFRET art 1500, PPARg SRC-2 ag -1.8, TNAP act hi DEA 1, TNAP inh no acc -10.0 and bIAP activator 1.1.
`CCOC(=O)c1ccc2cccc(C)n2c1=O` gave TNAP inh hi DEA -2.9, PPARg SRC3 recr 5.6, bIAP inh 13.8, PPARg SRC1 recr 7.0, Efa HMGR inh -4.9, SRC2 TRFRET art 1437, PPARg SRC-2 ag 8.2, TNAP act hi DEA 1, TNAP inh no acc -10.4 and bIAP activator 0.9.
N#Cc1c(-c2ccccc2Cl)cc(C2CC2)nc1N was read as TNAP inh hi DEA -6.2, PPARg SRC3 recr 1.9, bIAP inh 8.6, PPARg SRC1 recr 6.4, Efa HMGR inh -1.2, SRC2 TRFRET art 1714, PPARg SRC-2 ag 1.0, TNAP act hi DEA 1.1, TNAP inh no acc -10.5 and bIAP activator 0.9.
Screening COc1cccc(CNCc2ccccn2)c1OC returned TNAP inh hi DEA -1.0, PPARg SRC3 recr 1.2, bIAP inh -7.0, PPARg SRC1 recr 11.0, Efa HMGR inh -2.6, SRC2 TRFRET art 1717, PPARg SRC-2 ag -3.0, TNAP act hi DEA 1, TNAP inh no acc -12.0 and bIAP activator 1.1.
Screening COc1ccc(-n2nc3c(c2NC(=O)c2cc(Br)ccc2Cl)CS(=O)C3)cc1 (centres undefined) returned TNAP inh hi DEA -8.7, PPARg SRC3 recr 1.9, bIAP inh 7.6, PPARg SRC1 recr 1.2, Efa HMGR inh -4.9, SRC2 TRFRET art 1739, PPARg SRC-2 ag 4.1, TNAP act hi DEA 1.1, TNAP inh no acc -3.8 and bIAP activator 0.9.
Screening COc1ccccc1NC(=S)NCCc1ccc(Cl)cc1 returned TNAP inh hi DEA -1.7, PPARg SRC3 recr 5.3, bIAP inh 24.2, PPARg SRC1 recr 3.3, Efa HMGR inh -0.7, SRC2 TRFRET art 1557, PPARg SRC-2 ag -6.0, TNAP act hi DEA 1, TNAP inh no acc 2.7 and bIAP activator 0.8.
O=C(O)CCC(=O)Nc1ccccc1N1CCOCC1 was read as TNAP inh hi DEA 3.9, PPARg SRC3 recr -3.4, bIAP inh 2.5, PPARg SRC1 recr -0.8, Efa HMGR inh -4.7, SRC2 TRFRET art 1344, PPARg SRC-2 ag -7.0, TNAP act hi DEA 1, TNAP inh no acc -1.8 and bIAP activator 1.
CCCC(=O)OCC(=O)c1[nH]c(C)c(C(C)=O)c1C was read as TNAP inh hi DEA -7.1, PPARg SRC3 recr 2.1, bIAP inh -4.4, PPARg SRC1 recr 0.9, Efa HMGR inh 2.1, SRC2 TRFRET art 1584, PPARg SRC-2 ag -2.3, TNAP act hi DEA 1.1, TNAP inh no acc -15.5 and bIAP activator 1.
CCCCn1c(-c2csc(CCC)c2)n[nH]c1=S was read as TNAP inh hi DEA 5.0, PPARg SRC3 recr 5.7, bIAP inh 32.7, PPARg SRC1 recr 6.6, Efa HMGR inh -5.0, SRC2 TRFRET art 1519, PPARg SRC-2 ag 4.2, TNAP act hi DEA 0.9, TNAP inh no acc 30.5 and bIAP activator 0.7.
